M. tuberculosis = growth inhibition of non-replicating M. tuberculosis (AID 488890); one-dose inhibition, % at 25 µM; IC50 in µM for titrated hits; 320,000 tested, 0.39% active; Mycobacterium tuberculosis non-replicating, growth inhibition; higher % means a stronger effect; in the data active = a potency from the dose series; inconclusive = inhibition mostly from about 82% at the one dose, without a potency; inactive = the rest, 99 in 100 with inhibition below about 76%;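 also: plate controls were DMSO cells for no effect and high antibiotic wells for full effect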
Salmonella PhoP GFP = PhoP regulon inhibitors, Salmonella typhi PhoP promoter GFP reporter, confirmatory (AID 1850) | Salmonella Typhi PhoP-promoter GFP reporter, fluorescence, 4 h; higher % means a stronger effect | inhibition, % at 50 µM; hits with a dose series show IC50 in µM | 310,000 tested, 0.33% active; in the data active = a potency from the dose series; inconclusive = inhibition mostly from about 25% at the one dose, without a potency; inactive = the rest, 99 in 100 with inhibition below about 19%;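 also: 0% = induced wells with vehicle and 100% = uninduced wells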
H37Rv inhibition = M. tuberculosis growth inhibition, HTS (AID 449762); M. tuberculosis H37Rv growth inhibition, 7H9 media; higher % means a stronger effect; inhibition, % at 25 µM; hits with a dose series show IC50 in µM; 330,000 tested, 0.59% active; in the data active = a potency from the dose series; inconclusive = inhibition above about 70% without an active follow-up result;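 also: bacterial growth assessed after seven days of incubation; strong numbers were not always called active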
H1N1 NS1A inhibition = H1N1 influenza NS1A inhibitors, functional cell based assay (AID 504329); 340,000 tested, 0.3% active; NS1A functional cell-based assay, percent inhibition; higher % means a stronger effect; inhibition, % at 12.5 µM, or IC50 in µM where a hit was titrated; in the data active = a potency from the dose series; inconclusive = inhibition above about 27% without an active follow-up result; also: strong numbers were not always called active
VEEV TC-83 Vero = inhibitors of VEEV TC-83 cytopathic effect, confirmation, Vero cells (AID 588727); Vero cells, VEEV TC-83 cytopathic effect inhibition; higher % means a stronger effect; one-dose inhibition, % at 20 µM; IC50 in µM for titrated hits; 350,000 tested, 0.13% active; in the data active = a potency from the dose series; inconclusive = inhibition mostly from about 14% at the one dose, without a potency; inactive = the rest, 99 in 100 with inhibition below about 12%; also: strong numbers were not always called active
VEEV TC-83 Vero 10K pilot screen = second read-out of VEEV TC-83 Vero, no call of its own (marks repeat the call); inhibition, %; measured here: 10K pilot screen inhibition
An asterisk follows results filed as active; i = inactive; u = inconclusive; x = no result given. This is a random part of the collection; overall some 1.4% were active at least once.

SMILES	M. tuberculosis	Salmonella PhoP GFP	H37Rv inhibition	H1N1 NS1A inhibition	VEEV TC-83 Vero	others
O=C(c1cc(-c2ccccc2)nc2ccccc12)N1CCCc2ccccc21	13%	12%	1%	1%	0.4%
COC(=O)c1c(C)oc2c1cc(NS(=O)(=O)c1cccs1)c1ccccc12	23%	12%	-10%	7%	7.8%
CC(C)(C)NC(=O)NC(=O)CN1CCC(Cc2ccccc2)CC1	41%	-5%	4%	2%	1.8%
COc1cc2c(C#N)c(N3CCOCC3)nc(N)c2c(N)n1	-5%	-1%	-4%	-1%	11%
O=C(NCCc1ccccc1)c1ccc(NC(=O)c2cccnc2)cc1	9%	0%	-6%	-7%	1.9%
CCc1nnc(NC(=O)CSCc2cc(=O)n3cc(C)sc3n2)s1	-1%	8%	2%	-1%	i
CN(CC(=O)Nc1ccccc1Cl)C(=O)COC(=O)CSc1ccc(F)cc1	14%	2%	-7%	-7%	3.5%
O=C(Nc1ccc(CN2CCS(=O)(=O)CC2)cc1)c1ccc(F)cc1	5%	4%	3%	14%	i
CC(C)Cn1cnc2c1c(=O)n(CC(=O)NC(=O)NC(C)(C)C)c(=O)n2Cc1ccccc1	11%	-9%	13%	9%	0.1%
O=C(CSc1ccccn1)NC1CCCC1	24%	-3%	2%	x	x
CCCCNC(=S)NNC(=O)c1ccc2c(c1)OCO2	-15%	-1%	3%	3%	0.4%
CC1CN(C(=O)c2ccccc2)OC(c2ccc3c(c2)OCO3)O1 (stereo not given)	-9%	-6%	2%	3%	0.9%
Cc1ccc(-c2nnc(CSc3nncn3N)o2)cc1	-4%	12%	-7%	7%	0.2%
CN(C)CCCNc1nc(N)c([N+](=O)[O-])c(NC2CCCCC2)n1	10%	-4%	0%	-4%	1.0%
Nc1c(Cl)cc(N=Nc2ccccc2)cc1Cl	x	x	x	-3%	4.1%
COc1cc(/C=C/c2nc3ccc([N+](=O)[O-])cc3s2)ccc1OCC(=O)O	5%	5%	-2%	x	x
CCC(=NCc1ccco1)c1c(O)n(C2CCCCC2)c(=O)[nH]c1=O	35%	16%	-4%	18%	5.4%	VEEV TC-83 Vero 10K pilot screen=4.6
Cc1cccc(N2CCN(C(=O)c3ccc(CNc4c(N5CCC(C)CC5)c(=O)c4=O)cc3)CC2)c1C	-14%	-1%	u	0%	0.8%
CN(CC(=O)Nc1ccc(N2CCOCC2)cc1)Cc1cc(=O)n2ccsc2n1	-12%	-15%	0%	1%	1.8%
O=C(CSc1nnc(CNC(=O)c2ccco2)o1)Nc1cccc(C(F)(F)F)c1	-1%	3%	4%	-7%	1.2%
O=[N+]([O-])c1ccc(NN=Cc2ccc(O)cc2O)nc1	x	x	x	8%	2.5%
NC(=O)c1ccsc1NC(=O)COC(=O)Cc1c[nH]c2ccccc12	2%	4%	3%	4%	4.2%
O=C(Nc1cccc(C(=O)N2CCCCC2)c1)C1CCCCC1	x	x	x	-13%	0.0%
CC(C)(C)C(=O)Nc1ccc(-c2nnc3n2CCCCC3)cc1	-5%	-4%	-3%	6%	0.3%
COc1ccc(C(CNC(=O)c2cccc(NS(=O)(=O)c3ccc(C)c(F)c3)c2)N2CCCC2)cc1 (stereo not given)	80%	4%	-2%	5%	2.4%
CCC(C)(C)n1nnnc1C(c1ccccc1F)N1CCC(C(N)=O)CC1 (stereo not given)	12%	-9%	5%	-4%	2.3%
C[C@H](CO)N1C[C@H](C)[C@@H](CN(C)S(=O)(=O)c2ccc(F)cc2)Oc2ccc(NC(=O)c3ccncc3)cc2C1=O	-1%	x	2%	4%	0.6%
CCC(NC(=O)OCc1ccccc1)C(=O)Oc1ccc2ccc(=O)oc2c1 (stereo not given)	19%	-3%	41%	-9%	0.6%
COC(=O)c1cc(=O)n(Cc2ccco2)c(=Nc2ccc(F)c(Cl)c2)s1	76%	9%	70%	3%	9.3%
Cc1ccccc1-n1c(-c2ccncc2)n[nH]c1=S	-8%	-3%	-2%	10%	7.3%
Fc1ccc(Nc2nc(NCc3ccco3)c3ccccc3n2)cc1	u	3.8µM*	u	8%	0.3%
O=C1C=CN2CCCC2CC1 (stereo not given)	0%	x	-4%	6%	1.1%
CCc1ccc(OCC(=O)Nc2ccncc2)c(Br)c1	6.3µM*	-1%	2%	-10%	0.1%
O=C(N1CCOCC1)N1CCC(NC(=O)C23CC4CC(CC(C4)C2)C3)CC1	-1%	0%	-12%	-12%	1.1%
COc1cc(O)c2c(=O)c(-c3ccc(O[C@@H]4O[C@H](CO)[C@@H](O)[C@H](O)[C@H]4O)cc3)coc2c1	-2%	7%	1%	-16%	2.7%
Clc1ccc(Nc2ccc(Cl)nn2)cc1	20%	9%	-8%	x	3.8%
CC(=O)c1cc(-c2ccccc2)n(CCC(=O)NC2CCCCCC2)c1C	34%	-6%	3%	0%	2.6%
Cc1nc([N+](=O)[O-])nn1C12CC3CC(CC(Cl)(C3)C1)C2	-24%	-22%	-1%	-2%	1.7%
CCc1ccccc1NC(=O)C1(S(=O)(=O)c2ccc(C)cc2)CC1	3%	12%	6%	5%	2.2%
CCCCn1c(=O)c(C(=O)Nc2ccccc2N)c(O)c2ccccc21	-1%	-9%	2%	-4%	3.1%
Cc1ccc(NC(=O)c2ccc(Cl)c(N3C(=O)CCC3=O)c2)cc1	-5%	-7%	-5%	-4%	1.4%
COc1ccccc1NC(=O)CSc1nnnn1Cc1ccccc1	17%	-5%	-6%	21%	0.7%
O=S(=O)(c1ccc2ccccc2c1)N1CCN(C(=S)Nc2ccc(F)cc2)CC1	9%	-4%	0%	3%	3.1%
Cc1ccc(C)n1-c1ccc(-c2ccnc(N)n2)cc1	x	x	x	-3%	4.6%
C=CCON/C(CCC)=C1\C(=O)C(C(=O)OC)C(C)(C)CC1=NC (stereo not given)	-4%	3%	-4%	3%	2.2%
Cc1cc(C)n(CC(O)CN(c2ccccc2)S(=O)(=O)c2ccc3ccccc3c2)n1 (stereo not given)	35%	-12%	-5%	1%	0.4%
COc1cccc(N(CC(=O)N/N=C(\C)c2cccs2)S(C)(=O)=O)c1	-18%	-4%	-1%	6%	0.5%
CC1CCN(CCC(=O)Nc2ccc(F)c(F)c2)CC1	4%	-3%	-8%	-1%	i
Cc1ccc(NC(=O)Cc2nc(COC(=O)C(C)NS(=O)(=O)c3ccc(C)cc3)cs2)cc1 (stereo not given)	41%	x	-5%	3%	0.6%
O=C(CSc1nnc(-c2ccco2)n1-c1ccccc1)N1CCOCC1	-5%	0%	-9%	-9%	1.4%
CCNC(=S)N=Nc1c(O)[nH]c2ccc([N+](=O)[O-])cc12	u	18%	-8%	-7%	0.5%
CCCCCC(=O)Nc1ccc(C(=O)N/N=C/c2ccc([N+](=O)[O-])cc2)cc1	-13%	-8%	-8%	-6%	i
CC(C)c1ccc(C(=O)COC(=O)C(O)c2ccccc2)cc1 (stereo not given)	32%	x	2%	3%	i
Cc1ccc(-n2c3c(c(O)c(-c4ccccc4)c2=O)C(=O)CC(C)(C)C3)cc1	26%	-5%	13%	-1%	i
Cc1ccc(S(=O)(=O)N(C)CCCC(=O)Nc2ccc(C)cc2C)cc1	27%	-4%	3%	-2%	2.7%
CCOC(=O)N1CCN(CC(=O)Nc2cc3c(cc2C(C)=O)OCO3)CC1	3%	-12%	3%	-3%	7.3%
COc1ccc(-c2cnc3c(-c4ccc(F)cc4)cnn3c2N)cc1	-11%	-5%	-2%	-26%	0.1%
O=S1(=O)N=C2CCCCCN2C(c2ccc(Br)cc2)N1 (stereo not given)	4%	-1%	5%	2%	0.1%
CCCC(C)NC(=O)CSc1nc(-c2ccccc2)cn1N (stereo not given)	3%	11%	7%	-5%	0.6%
CCCCNC(=O)CS(=O)Cc1nc(-c2cccc(C)c2)oc1C (stereo not given)	5%	2%	-1%	4%	0.5%

Grouped by structure, the entries above with bromine (two)
SMILES	M. tuberculosis	Salmonella PhoP GFP	H37Rv inhibition	H1N1 NS1A inhibition	VEEV TC-83 Vero	others
CCc1ccc(OCC(=O)Nc2ccncc2)c(Br)c1	6.3µM*	-1%	2%	-10%	0.1%
O=S1(=O)N=C2CCCCCN2C(c2ccc(Br)cc2)N1 (stereo not given)	4%	-1%	5%	2%	0.1%

Following part.
SMILES	M. tuberculosis	Salmonella PhoP GFP	H37Rv inhibition	H1N1 NS1A inhibition	VEEV TC-83 Vero	others
Cn1ncc(Br)c1C(=O)NC1C2CC3CC(C2)CC1C3 (stereo not given)	13%	-8%	16%	-8%	0.5%
N#CCCN(C(=O)COC(=O)c1ccc2c(c1)NC(=O)CS2)c1ccc2c(c1)OCCO2	6%	-22%	-2%	-12%	0.7%
Cc1cccc(N2CCN(C(=O)c3ccc(S(=O)(=O)N(C)c4ccccc4)cc3)CC2)c1C	52%	x	11%	2%	11%
Cc1ccc(CNC(=O)c2cc(C3CC3)nc3c2cnn3C(C)C)cc1	-2%	x	-7%	0%	9.3%
CS(=O)(=O)N(Cc1ccc(Cl)cc1)c1ccc(C(=O)Nc2cccnc2)cc1	15%	7%	4%	-2%	i
Cc1ccnc(NC(=O)c2cc(F)c(F)cc2Cl)n1	-1%	4%	4%	9%	2.3%
COc1cc2c(cc1OC)C(=O)N1[C@H]3c4cc(C)ccc4OC[C@@H]3[C@H](c3ccccc3)[C@]1(C)C(=O)N2	51%	x	-1%	-5%	8.8%
CCCCCc1cc(=O)oc2c(C(CCN3CCCCC3)c3ccc4c(c3)OCO4)c(OC)cc(OC)c12 (stereo not given)	u	11%	u	17%	i
CCC1Oc2ccccc2N(CC(=O)Nc2ccc(OC)cc2OC)C1=O (stereo not given)	7%	-4%	-10%	2%	i
O=C(CSc1ncnc2nc[nH]c12)c1ccc2ccccc2c1	55%	-2%	0%	-26%	9.8%
CCn1nc(C(=O)OCC(=O)Nc2nc(-c3ccc(OC)cc3)cs2)c2ccccc2c1=O	u	0%	5%	-7%	0.6%
Cc1cccc(C(=O)N2CCCC(Nc3ccc(C(C)C)cc3)C2)n1 (stereo not given)	9%	-2%	2%	-4%	i
Cc1cccc(/C(N)=N/OC(=O)c2ccco2)c1	12%	-1%	1%	9%	1.7%
S=C(NCc1ccccn1)Nc1ccc(Cl)cc1	u	-6%	-6%	-12%	i
CCC(C)NC(=O)COC(=O)c1cc([N+](=O)[O-])ccc1Sc1nc(C)cs1 (stereo not given)	13%	3%	-7%	-3%	2.5%
Cc1n[nH]c(C)c1CCC(=O)N/N=C/C=C/c1ccccc1	-5%	-6%	2%	3%	1.0%
CC(C)CNC(=O)c1cccc(C(=O)NCC(C)C)c1	0%	5%	0%	-5%	i
Cc1noc(C)c1S(=O)(=O)N1CCC(C(=O)NCCCN2CC(C)CC(C)C2)CC1 (stereo not given)	-1%	0%	-2%	-8%	0.8%

Looked up by compound from the list above (7):
SMILES	M. tuberculosis	Salmonella PhoP GFP	H37Rv inhibition	H1N1 NS1A inhibition	VEEV TC-83 Vero	others
COc1cc2c(C#N)c(N3CCOCC3)nc(N)c2c(N)n1	-5%	-1%	-4%	-1%	11%
Cc1ccc(S(=O)(=O)N(C)CCCC(=O)Nc2ccc(C)cc2C)cc1	27%	-4%	3%	-2%	2.7%
COc1cc2c(cc1OC)C(=O)N1[C@H]3c4cc(C)ccc4OC[C@@H]3[C@H](c3ccccc3)[C@]1(C)C(=O)N2	51%	x	-1%	-5%	8.8%
O=C(Nc1ccc(CN2CCS(=O)(=O)CC2)cc1)c1ccc(F)cc1	5%	4%	3%	14%	i
COc1ccc(C(CNC(=O)c2cccc(NS(=O)(=O)c3ccc(C)c(F)c3)c2)N2CCCC2)cc1 (stereo not given)	80%	4%	-2%	5%	2.4%
Cc1ccc(CNC(=O)c2cc(C3CC3)nc3c2cnn3C(C)C)cc1	-2%	x	-7%	0%	9.3%
CCC(C)(C)n1nnnc1C(c1ccccc1F)N1CCC(C(N)=O)CC1 (stereo not given)	12%	-9%	5%	-4%	2.3%

Source: PubChem BioAssay (Southern Research Specialized Biocontainment Screening Center)
